# ADAM10 inh = ADAM10 inhibition, QFRET primary screen. recombinant ADAM10, EDANS/DABCYL FRET peptide cleavage, 3 h. inhibition, % at 7 µM. actives 0.62% (n = 370,000). AID 720582;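 active = inhibition above a per-campaign cutoff equal to the mean of compounds falling between control-based bounds plus 3 SD, cut at about 20% in these data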;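 note: 0% = DMSO wells while the 100% control is not disclosed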
# Target sequence (O14672 214-748 limits assumed): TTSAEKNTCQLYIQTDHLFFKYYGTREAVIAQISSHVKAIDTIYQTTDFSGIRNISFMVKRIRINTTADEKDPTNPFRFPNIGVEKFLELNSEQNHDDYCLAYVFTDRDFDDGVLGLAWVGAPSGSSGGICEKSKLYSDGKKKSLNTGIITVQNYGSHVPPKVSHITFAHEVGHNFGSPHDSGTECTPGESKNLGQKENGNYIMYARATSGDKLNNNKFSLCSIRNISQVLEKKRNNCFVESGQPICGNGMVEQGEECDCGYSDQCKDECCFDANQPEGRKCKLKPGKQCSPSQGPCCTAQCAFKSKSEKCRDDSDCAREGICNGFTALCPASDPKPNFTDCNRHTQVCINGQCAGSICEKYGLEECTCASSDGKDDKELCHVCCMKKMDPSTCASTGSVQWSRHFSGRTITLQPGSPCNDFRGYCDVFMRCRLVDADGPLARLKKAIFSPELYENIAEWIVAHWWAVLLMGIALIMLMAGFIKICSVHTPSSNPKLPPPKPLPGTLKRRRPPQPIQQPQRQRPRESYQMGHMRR
# Tn6 DDE FP = disrupts Tn6 cyclic peptide binding to fibrin D-Dimer-E complex; P02675; Fibrin DD(E) TRITC-Tn6 fluorescence polarization displacement; inhibition, % at 8.3 µM; actives 0.21% (n = 370,000);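 active = inhibition above a per-campaign cutoff: mean of compounds within control limits plus 3 SD, cut at about 15% in these data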;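 note: 0% = median of all compound wells on the plate and 100% = blocking peptide control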
# ASAP1 inh = ASAP1 ArfGAP inhibition; AID 624377; inhibition, % at 16.5 µM; actives 0.19% (n = 360,000); ASAP1-stimulated ARF1 GTP hydrolysis, GDP FP detection; in the data active = inhibition above about 25%;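 note: 0% = vehicle with enzyme and substrate and 100% = no enzyme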
# Target sequence (Q9ULH1 325-724 limits assumed): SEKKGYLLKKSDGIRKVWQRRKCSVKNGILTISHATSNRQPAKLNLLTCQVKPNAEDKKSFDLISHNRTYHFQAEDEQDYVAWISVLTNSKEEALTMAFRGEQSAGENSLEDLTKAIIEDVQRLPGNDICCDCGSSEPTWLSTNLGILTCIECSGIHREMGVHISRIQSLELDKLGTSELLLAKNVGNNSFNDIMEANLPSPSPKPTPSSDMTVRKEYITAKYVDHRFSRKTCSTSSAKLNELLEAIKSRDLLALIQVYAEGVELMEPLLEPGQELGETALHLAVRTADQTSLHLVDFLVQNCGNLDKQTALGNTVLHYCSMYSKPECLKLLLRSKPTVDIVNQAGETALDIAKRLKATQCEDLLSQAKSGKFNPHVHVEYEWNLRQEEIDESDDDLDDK
# sPLA2-III inh = Inhibits HGIII-sPLA2 liposome hydrolysis, primary screen | actives 0.56% (n = 370,000) | inhibition, % at 12.2 µM | QFRET BODIPY PC-A2 liposome hydrolysis, fluorescence;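 active = inhibition above mean plus 3 SD of compounds lying within the high and low control bounds, cut at about 19% in these data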;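 note: 0% = median of test compound wells and 100% = no enzyme DMSO wells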
# ARFGAP1 inh = inhibits rat ARF GTPase activating protein 1; inhibition, % at 16.5 µM; actives 0.26% (n = 360,000); Q62848; AID 651572; Arfgap1-stimulated ARF1 GTP hydrolysis, GDP FP detection;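 active = inhibition above a per-plate limit, mean inhibition of low control wells plus 3 SD, cut at about 25% in these data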;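 note: 0% = DMSO wells with enzyme and 100% = wells lacking Arfgap1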
# Target sequence (Q62848 1-136 limits assumed): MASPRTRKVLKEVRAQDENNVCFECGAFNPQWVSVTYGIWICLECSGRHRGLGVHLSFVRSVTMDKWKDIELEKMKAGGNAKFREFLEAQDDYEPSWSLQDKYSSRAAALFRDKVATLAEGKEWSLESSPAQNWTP
#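 Material – truncated rat Arfgap1 GAP domain · Buffer or medium – HEPES-based buffer, pH 7.5 · Reagent – human ARF1(Δ1-17)-GTP substrate · Dosing – 16.5 µM single point, 1.26% DMSO · Schedule – GTP hydrolysis reaction 2 h at 25 °C · Technique – GDP detection by fluorescence polarization · Benchmarks – No-Arfgap1 wells (100%) versus DMSO full-reaction wells (0%) · Repeats – single replicate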
# GC-A act = GC-A (human) enzyme activation; P16066; HEK293 GC-A cells, cGMP TR-FRET, EC30 ANP; 0% at EC30 ANP, 100% saturating ANP; activation, % at 10 µM; actives 0.14% (n = 370,000); AID 1671463; in the data active = activation above about 40%
# proKLK7 act = activates the human kallikrein-7 zymogen; P49862; purified proKLK7, EDANS-DABCYL substrate fluorescence; 100% is mature enzyme control, 0% vehicle; activation, % at 7 µM; actives 0.9% (n = 370,000);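 active = activation above the mean of all tested compounds plus 3 SD, computed per campaign excluding outliers beyond control limits, cut at about 13% in these data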
# FXN GAA850 act = frataxin GAA850 promoter activation; actives 0.56% (n = 360,000); HEK293 lucGAA850 FXN promoter luciferase reporter, 24 h; percent of 10 µM SAHA response; activation, % at 6 µM;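 active = activation above the average of all compounds screened plus 3 SD, cutoff fixed separately per campaign, cut at about 7.5% in these data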;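 note: 0% = DMSO wells and 100% = 10 µM SAHA wells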
# rCAG binder = binds r(CAG) RNA repeats; r(CAG) RNA repeat, TO-PRO-1 dye displacement fluorescence; inhibition, % at 3 µM; actives 1.3% (n = 370,000); AID 651821;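 active = inhibition above the plate cutoff, the mean of all test compounds on that plate plus 3 SD, cut at about 35% in these data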;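 note: 0% = DMSO alone and 100% = 100 µM mitoxantrone as full dye displacement; higher means more dye released from RNA so lower well fluorescence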
# GC-B act = GC-B (human) receptor activation | HEK293-GC-B cells, CNP EC30, cGMP TR-FRET; 0% at EC30 CNP, 100% saturating CNP | actives 0.11% (n = 370,000) | activation, % at 10 µM | P20594;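 active = activation at 10 µM reaching about 35% in either raw or pattern-adjusted values, limit read from the data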
# Starred values were filed as active, the others as inactive; . = no result given.
SMILES,ADAM10 inh,Tn6 DDE FP,ASAP1 inh,sPLA2-III inh,ARFGAP1 inh,GC-A act,proKLK7 act,FXN GAA850 act,rCAG binder,GC-B act
O=C(O)c1ccccc1-c1ccc(/C=C2\SC(=O)N(c3ccccc3)C2=O)o1,4,-1,7,0,-10,-2,-0.3,1.9,11,0
O=C(c1cccc(C(F)(F)F)c1)N1CCOC12CCN(c1ncc(C(F)(F)F)cc1Cl)CC2,9,-9,-7,16,-21,0,0.0,-0.1,1,-1
Cc1nc(NC(=O)c2ccc(F)cc2)sc1C(=O)Nc1ccc2c(c1)CCC2,1,2,-9,-6,2,3,0.1,0.3,2,0
C[C@@H]1CN([C@@H](C)CO)C(=O)Cc2cc(NC(=O)Nc3ccc(C(F)(F)F)cc3)ccc2O[C@@H]1CN(C)S(=O)(=O)c1ccc(Cl)cc1,35*,32*,10,-21,9,1,0.1,-1.1,17,8
CCOc1cc(C(=O)N(Cc2ccccc2)c2ccc(C)cc2)ccc1OCC(=O)N1CCOCC1,-3,7,1,-5,-11,-10,0.1,-0.7,0,-3
COc1ccccc1Nc1nc(N)nc(-c2oc3ccccc3c2C)n1,-2,-8,5,10,3,3,0.1,1.5,5,-3
O=S(=O)(Nc1ccc(N2CCCCC2)cc1)c1cccc2cccnc12,10,-10,-4,3,-10,-2,-0.8,8.0*,3,1
COc1ccccc1NS(=O)(=O)c1ccc2oc(N)nc2c1,10,-4,-1,1,-12,3,0.3,-0.2,1,3
Cc1cccc(OCC(=O)Nc2ccccc2N2CCCCC2)c1,-3,3,-3,-5,-15,1,0.3,1.2,-2,-7
CCC(=O)N1CCN=C1SCc1cccc(C(F)(F)F)c1,3,-10,9,2,2,0,-0.1,2.8,-4,5
CCOC(=O)N1CCC(N(CCOC)C(=O)Nc2ccc(Cl)c(Cl)c2)CC1,1,-5,0,1,-1,3,-0.1,-1.0,-5,-4
O=C(Cc1cccc(NC(=O)C2CCCN(C(=O)c3ccccc3)C2)c1)Nc1cccc(C(=O)N2CCCCC2)c1 (stereo not drawn),1,7,5,-15,4,2,0.4,1.2,4,1
COc1ccc(OC)c(NC(=O)NC2(C(F)(F)F)Oc3ccccc3O2)c1,-3,-6,-10,9,12,0,-0.1,1.8,-2,1
Cc1noc(C)c1C(c1ccccc1)S(=O)(=O)c1ccccc1 (stereo not drawn),17,-2,-10,-5,-10,-3,-0.1,3.3,-1,0
Cc1ccc(-c2nnc(SCC(=O)N/N=C/c3cccs3)n2-c2ccc(C)cc2)cc1,-4,-1,12,-1,-1,-5,0.1,2.8,3,0
Cc1cc(/C=C2\NC(=O)NC2=O)c(C)n1-c1ccc(N2CCOCC2)cc1,15,1,13,-6,1,-9,-0.2,0.0,11,-3
CC1(C)C2CC[C@]1(C)C(=O)N(CCCCN1CCN(c3ccccn3)CC1)C2=O,16,3,8,-1,8,0,-0.2,0.8,-2,-4
N#Cc1c2n(c3c(=O)n(Cc4ccc(Cl)cc4)cnc13)CCCC2,9,0,-3,0,4,4,0.0,0.5,-4,3
Cc1ccccc1C(=O)NNC(=O)CN1C(=O)c2ccccc2C1=O,-10,4,7,8,-7,-3,-0.5,1.9,-1,4
N/C(=N\OC(=O)c1ccc(Cl)cc1Cl)c1ccccn1,-2,-4,3,0,11,10,0.3,-6.9,-1,1
Cc1cccc(C(=O)OCc2cncs2)c1,-1,4,-2,-1,-3,6,0.2,1.4,-2,8
O=C(NCc1cccc(F)c1)C1CCC(=O)N(C2CC2)C1 (stereo not drawn),1,2,5,4,3,2,0.0,1.8,1,3
CCCNC(=O)c1nn2c(C(F)(F)F)cc(-c3ccccc3)nc2c1Cl,2,0,-8,-3,-6,3,0.0,4.3,3,5
O=c1c(Cc2c(F)cccc2Cl)c(O)ccn1CC1CCCO1 (stereo not drawn),-11,-3,0,11,16,-3,-0.4,-0.3,1,0
CN(CC(=O)Nc1cccc(F)c1)C(=O)c1cccnc1Sc1ccccc1,0,13,-9,-2,7,-1,-0.4,-0.5,-3,2

# More entries
SMILES,ADAM10 inh,Tn6 DDE FP,ASAP1 inh,sPLA2-III inh,ARFGAP1 inh,GC-A act,proKLK7 act,FXN GAA850 act,rCAG binder,GC-B act
CCOC(=O)c1sc(NC(=O)/C=C/c2cnn(C)c2C)c(C(=O)OC(C)C)c1C,-10,4,-11,7,-2,0,9.7,1.1,2,2
O=C(Nc1ccccc1N1CCCC1)c1ccc2c(c1)OCO2,3,-9,-3,3,1,4,-0.3,-1.4,3,0
Cc1nn(C(=O)c2cccs2)c(C)c1CN1C(=O)c2ccccc2C1=O,-17,0,-12,-3,4,5,0.0,5.0,-1,4
C=CCOC(=O)C1=C[C@H](c2ccc(Br)cc2)[C@@H](CCCO)[C@H](OCC)O1,10,4,-9,-20,8,-4,0.4,-1.1,-7,-6
COc1ccccc1Nc1ccc(S(=O)(=O)N2CCCCC2)cc1[N+](=O)[O-],-6,3,12,6,9,2,-1.0,1.3,4,-2
Cc1ccc(-c2ccc(/C=N/O)o2)cc1[N+](=O)[O-],-2,2,-4,-16,-10,-4,-0.4,2.8,4,-1
COc1cc2c(cc1NC(=O)CSc1nnc(COc3ccccc3)n1Cc1ccco1)oc1ccccc12,-7,1,.,0,.,-1,-1.3,.,13,-10
O=C(N/N=C1\CCCc2ccccc21)c1cccc(Br)c1,0,1,-3,-2,-9,-4,-0.1,3.6,2,-2
O=C(CCOc1ccccc1)Nc1ccnn1C1CCN(C(=O)CCC(F)(F)F)CC1,-7,5,-13,0,-10,1,0.1,0.0,-5,1
O=C1/C(=C/c2cccc(F)c2)Oc2cc(O)ccc21,-34,-6,0,-20,-7,12,21*,1.4,-16,1
CC(=N\O)/C(CN(C)C)=N/O,-1,1,-7,-4,-8,4,-0.4,0.2,-3,1
CCN(CC(=O)Nc1ccccc1C(F)(F)F)C(=O)CSCC(=O)Nc1cc(C)on1,0,4,4,8,-12,3,-0.5,-0.3,-7,-1
O=C(Nc1ccc(F)c(Cl)c1)c1ccccc1,4,5,-8,2,-7,2,0.2,3.0,0,-7
O=C(Nc1ccc2[nH]c(=O)[nH]c2c1)c1ccc(Br)o1,-11,1,13,3,1,-1,0.1,0.0,1,-8
CN(C)S(=O)(=O)c1ccc(NC(=O)C2CC(=O)N(Cc3ccccc3Cl)C2)cc1 (stereo not drawn),-4,8,4,-4,-13,0,0.5,0.4,1,-4
NC(=O)C1CCN(c2nc(-c3ccc(OCc4ccccc4)cc3)cs2)CC1,8,-2,.,19,.,10,.,.,.,-2
CN(C)c1ccc(C(C(=O)NCC2CCCO2)N(C(=O)c2snc(C(N)=O)c2N)c2ccccc2)cc1 (stereo not drawn),4,6,-6,2,-10,-1,-0.4,-1.2,1,-3
COCCN(C(=O)CSc1nnc(-c2cccc(C)c2)n1C)c1c(N)n(Cc2ccccc2)c(=O)[nH]c1=O,-6,-9,-2,11,2,-2,-0.2,1.0,-7,1
O=C(CNc1cccc(S(=O)(=O)N2CCCCC2)c1)Nc1cccc(F)c1,1,1,2,-14,-7,3,-0.2,0.8,4,-4
Cc1ccc(S(=O)(=O)Cc2ccc(C(=O)NCCCN3CCN(C)CC3)o2)cc1,-3,0,-13,4,-10,5,-0.2,-0.1,2,3
Brc1cccc(Cn2c(-c3cncs3)nc3ccccc32)c1,6,-8,-6,-6,13,-18,0.0,-1.0,0,-14
CCOc1ccc(NC(=O)Cn2nnc(-c3ccc(C(N)=O)cc3)n2)cc1S(=O)(=O)N1CCCC1,5,0,9,-6,-4,6,0.5,3.4,16,0
Cc1ccc(S(=O)(=O)N2CCN(CC(=O)N/N=C/c3ccc(Br)s3)CC2)cc1,14,7,-14,-15,5,-2,0.5,2.5,6,-2
NC[C@@H]1O[C@H](C23CC4CC(CC(C4)C2)C3)Cc2c1ccc(O)c2O,6,-3,-3,-24,-10,-4,0.0,3.8,23,-2
COc1ccccc1NC(=O)Cn1cnc2sc(C(=O)NCc3ccco3)c(C)c2c1=O,-2,-4,-8,-7,12,6,0.4,2.2,5,2

# (listing goes on)
SMILES,ADAM10 inh,Tn6 DDE FP,ASAP1 inh,sPLA2-III inh,ARFGAP1 inh,GC-A act,proKLK7 act,FXN GAA850 act,rCAG binder,GC-B act
COc1cc(C=C2C(=O)c3ccccc3C2=O)ccc1O,4,-1,9,-2,-2,-1,-0.8,-3.0,5,-3
OCCCc1nc2ccccc2n1CCc1ccccc1,-1,-7,8,1,1,1,-0.6,-0.2,-3,3
O=C(NCc1ccc(F)cc1)C1CCCN1S(=O)(=O)c1ccc(F)cc1 (stereo not drawn),-3,-1,-3,0,0,6,0.9,-0.7,4,5
C/C(CC(=O)Nc1ccc(C)c(Cl)c1)=N\NC(=O)Cc1cnc(N)s1,-2,-6,1,-22,11,2,-0.8,0.2,1,-3
CC(C)c1nnc(NC(=O)CCS(=O)(=O)c2nc(-c3cccs3)cc(C(F)(F)F)n2)s1,-49,11,-1,2,5,14,-0.6,2.5,-3,8
COC1OC(COCc2ccccc2)C(N)C(OCc2ccccc2)C1OCc1ccccc1 (stereo not drawn),-1,-1,-12,-3,-7,-2,0.7,-0.8,0,-2
CC1=C(C(=O)N(C(C)C)C(C)C)CC(CC(=O)NCCCCc2ccccc2)C(=O)N1CCC1=CCCCC1 (stereo not drawn),8,3,0,-13,6,-5,-0.2,.,0,-5
O=C(Cc1cccs1)NCCCc1ccccc1,2,2,3,-5,4,0,0.3,1.8,-2,4
COC(=O)[C@]12CCCCC=C1N(CCc1ccc(OC)c(OC)c1)C(=O)[C@H](CC(=O)NCc1ccc(OC)c(OC)c1)C2,-3,-4,13,-6,3,1,1.0,.,1,3
O=C(O)c1ccccc1Sc1c([N+](=O)[O-])cc(C(F)(F)F)cc1[N+](=O)[O-],0,35*,-2,8,-3,0,0.2,1.0,2,3
CC(=O)N1N=C(c2ccc(Br)cc2)CC1c1cn(C)c2ccccc12 (stereo not drawn),-1,-2,4,-10,-3,-3,-2.4,1.3,4,-2
COc1ccc(/C=C/C(=O)Nc2c(C)nn(C)c2C)cc1COc1ccc(Br)cc1,6,2,-19,-9,2,14,-0.2,0.9,7,18
CC(=O)c1ccc(NC(=O)CSc2nnc(-c3ccoc3C)n2Cc2ccccc2)cc1,5,-8,2,-13,-6,10,-0.8,-2.5,-3,6
O=C1OCCN1C(=O)[C@H]1[C@H](c2ccc(Cl)cc2)C(c2ccccc2)=NN1c1ccccc1,-262,-3,21,-16,2,-9,-212,2.4,9,-1
CC(=O)c1cc(OC(=O)c2ccncc2)ccc1OC(=O)c1ccncc1,1,1,5,-2,-2,1,1.3,-1.9,-2,-6
COc1ccc(-n2nc3cc(C)c(NC(=O)c4cccnc4)cc3n2)cc1,-5,-6,-4,9,-12,9,-0.9,1.2,3,4

# Given with values under each structure: part of the list above.
# Each structure is followed by: ADAM10 inh | Tn6 DDE FP | ASAP1 inh | sPLA2-III inh | ARFGAP1 inh | GC-A act | proKLK7 act | FXN GAA850 act | rCAG binder | GC-B act
> CC1=C(C(=O)N(C(C)C)C(C)C)CC(CC(=O)NCCCCc2ccccc2)C(=O)N1CCC1=CCCCC1 (stereo not drawn)
  8 | 3 | 0 | -13 | 6 | -5 | -0.2 | . | 0 | -5
> O=C(Cc1cccs1)NCCCc1ccccc1
  2 | 2 | 3 | -5 | 4 | 0 | 0.3 | 1.8 | -2 | 4

# High-throughput results from PubChem.

# This is a random part of the collection. About 4.5% of those tested had a hit in this group.
